Source: PubChem BioAssay
M5 ag: CHRM5 agonism in calcium assay. actives 0.19% (n = 360,000). CHO-K1 hM5 cells, Fluo-8 calcium fluorescence; 0% DMSO wells, 100% maximal acetylcholine response. activation, % at 3 µM. AID 624037. P08912;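 active = activation above the run's mean over test compounds plus 3 SD, cut at about 23% in these data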;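 note: signal is peak over basal fluorescence ratio across the kinetic read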
M4 PAM: CHRM4 positive allosteric modulation. P08173. CHO-K1 hM4/Gqi5, Fluo-8 calcium fluorescence, ACh EC20; 0% = ACh EC20, 100% = maximal ACh. activation, % at 3 µM. actives 0.4% (n = 360,000);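 active = activation above its plate's cutoff, the mean activation of sample wells plus 3 SD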; note: some results filed as inactive read as strong as hits
CHRM5 antagonist: antagonists of human muscarinic M5 receptor (CHRM5) | P08912 | CHO-hM5 cells, Fluo-8 calcium fluorescence, ACh EC80 | inhibition, % at 3 µM | actives 0.59% (n = 360,000);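 active = inhibition above a per-plate cutoff, the mean of that plate's test compounds plus 3 SD, cut at about 27% in these data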;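 note: 0% = acetylcholine EC80 with DMSO and 100% = DMSO without agonist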
CRFR2-BP antag: antagonists of CRF-binding protein/CRF-R2 receptor complex; HEK293 CRF-R2/CRF-BP, CRF-induced calcium fluorescence; inhibition, % at 11.8 µM; actives 0.59% (n = 350,000);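 active = inhibition of the ligand-induced calcium signal above about 50% at the single tested concentration, limit read from the data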
IDE inh: inhibits human insulin-degrading enzyme in HEK cells. inhibition, % at 5.59 µM. FAbetaB cleavage, fluorescence polarization. P14735. actives 0.41% (n = 320,000);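 active = percent inhibition above the average of all tested compounds plus 3 SD, set per screening campaign, cut at about 16% in these data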;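 note: IDE supplied by intact live HEK cells; FP after avidin binding of uncleaved biotin substrate so inhibition keeps polarization high; 0% = DMSO wells and 100% = 60 µM reference IDE inhibitor Ii1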
Target sequence (P14735 whole entry, looked up): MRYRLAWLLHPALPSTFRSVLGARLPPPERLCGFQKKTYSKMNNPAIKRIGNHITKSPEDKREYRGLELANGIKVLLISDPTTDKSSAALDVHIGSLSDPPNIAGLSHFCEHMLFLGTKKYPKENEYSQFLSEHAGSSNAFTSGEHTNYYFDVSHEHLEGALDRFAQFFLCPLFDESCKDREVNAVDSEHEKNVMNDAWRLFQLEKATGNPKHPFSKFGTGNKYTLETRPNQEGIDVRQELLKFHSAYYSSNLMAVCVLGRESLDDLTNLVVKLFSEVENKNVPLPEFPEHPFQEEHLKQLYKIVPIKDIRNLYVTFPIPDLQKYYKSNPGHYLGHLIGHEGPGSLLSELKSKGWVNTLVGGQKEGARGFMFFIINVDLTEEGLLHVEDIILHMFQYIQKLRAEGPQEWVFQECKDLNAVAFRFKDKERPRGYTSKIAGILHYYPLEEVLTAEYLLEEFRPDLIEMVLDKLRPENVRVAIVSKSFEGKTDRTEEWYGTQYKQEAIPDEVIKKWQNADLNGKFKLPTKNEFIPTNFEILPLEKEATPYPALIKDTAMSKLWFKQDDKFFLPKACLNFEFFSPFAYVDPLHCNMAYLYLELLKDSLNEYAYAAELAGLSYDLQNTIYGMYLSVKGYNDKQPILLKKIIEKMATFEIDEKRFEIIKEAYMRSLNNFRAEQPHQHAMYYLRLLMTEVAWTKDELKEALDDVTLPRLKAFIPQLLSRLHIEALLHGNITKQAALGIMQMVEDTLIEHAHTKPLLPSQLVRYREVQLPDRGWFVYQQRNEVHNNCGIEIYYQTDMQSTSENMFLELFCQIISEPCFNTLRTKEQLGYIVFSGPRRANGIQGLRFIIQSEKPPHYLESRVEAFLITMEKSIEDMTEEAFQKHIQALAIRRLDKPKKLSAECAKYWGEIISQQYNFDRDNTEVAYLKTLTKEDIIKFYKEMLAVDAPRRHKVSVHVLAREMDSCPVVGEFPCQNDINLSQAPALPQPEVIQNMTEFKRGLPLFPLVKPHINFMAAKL
CHRM4 antagonist: blocks acetylcholine activation of human M4 receptor | actives 0.73% (n = 360,000) | inhibition, % at 3 µM | P08173 | CHO-hM4 cells, ACh EC80, Fluo-8 calcium fluorescence | AID 624125;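 active = inhibition above its plate's cutoff, the mean inhibition of sample wells plus 3 SD, cut at about 27% in these data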;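 note: 0% = acetylcholine EC80 with DMSO and 100% = DMSO without agonist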
CRFR2-BP ag: agonists of human CRF-binding protein/CRF-R2 receptor complex; HEK293 CRF-R2/CRF-BP, calcium dye fluorescence (FLIPR); percent of saturating CRF peptide response; activation, % at 13.2 µM; actives 0.46% (n = 350,000); AID 588473;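 active = activation of at least 50%, plus an integration ratio under a set limit after plate pattern correction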;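 note: plate controls were neutral control wells without compound for no effect and CRF at EC100 for full effect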
CHRM5 PAM: positive allosteric modulators of human muscarinic M5 receptor | activation, % at 3 µM | P08912 | actives 0.3% (n = 360,000) | CHO-K1 hM5, Fluo-8 calcium, ACh EC20 PAM; 0% = ACh EC20, 100% = ACh EC100;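 active = activation above the run cutoff, the mean activation of all test compounds plus 3 SD, cut at about 18% in these data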
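Assay system: CHO-K1 hM5 cells / Incubation: Fluo-8 loading 80 min at 37 °C plus 30 min room temperature / Technique: Fluo-8 calcium dye fluorescence, kinetic read / Repeats: single replicate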
M4 ag: agonists of human muscarinic M4 receptor (CHRM4) | activation, % at 3 µM | P08173 | AID 624127 | CHO-K1 hM4/Gqi5, Fluo-8 calcium fluorescence; vehicle 0%, full acetylcholine response 100% | actives 0.14% (n = 360,000);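 active = activation above the run mean over all test wells plus 3 SD, cut at about 32% in these data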;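 note: peak over basal fluorescence ratio per well then scaled between controls; 0% = DMSO wells and 100% = acetylcholine at EC100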
Starred values were filed as active, the others as inactive; nt = not tested or not shown.

SMILES	M5 ag	M4 PAM	CHRM5 antagonist	CRFR2-BP antag	IDE inh	CHRM4 antagonist	CRFR2-BP ag	CHRM5 PAM	M4 ag
Cc1nnc(SCC(=O)Nc2cc(C(F)(F)F)ccc2N2CCOCC2)o1	1	0	-6	9	-2	-5	-1.9	5	1
O=C1NC[C@H](CCCCN2CCN(CCc3ccccc3)C(=O)C2=O)N(CC2CCCCC2)C1=O	-3	0	-4	nt	nt	8	nt	2	0
NC(=O)c1nnn(-c2cccc(C(F)(F)F)c2)c1-c1ccccc1	-5	4	8	8	3	-6	-1.4	-2	1
S=C(NCCc1ccncc1)Nc1ccccc1	-3	0	9	6	4	-1	0.3	-1	1
NC(=S)c1cnn2c(-c3cccc(C(F)(F)F)c3)ccnc12	-8	-5	8	2	-2	4	-0.8	-3	-2
Cc1ccc(C(=O)N/C(=C\c2ccc3c(c2)OCO3)C(=O)Nc2ccc(C(=O)O)cc2)cc1	-2	6	-1	3	1	-6	-0.4	1	0
COc1ccc(C2=NO[C@@H]3C(=O)N(c4c(C)cccc4C)C(=O)[C@H]23)cc1OC	2	4	-1	-9	0	-11	-1.7	-5	5
NC(=O)Cn1c(-c2nonc2N)nc2ccccc21	0	-3	1	-3	-8	4	1.5	-6	1
CCCCNc1c(N)n(CC(C)C)c(=O)[nH]c1=O	-3	2	3	6	10	-10	-1.8	-7	1
COc1ccc(C2(c3ccc(OC)cc3)NC(=O)N(CC(=O)NC3(C#N)CCCC3)C2=O)cc1	1	7	8	-7	-4	0	0.3	1	0
CCC1(c2ccccc2)NC(=O)N(C)C1=O (stereo not given)	0	-3	-9	-27	2	-5	1.6	2	1
Cc1noc(C)c1S(=O)(=O)Nc1ccccc1OC(F)(F)F	-2	-1	8	12	-3	7	-1.0	2	1
NC(N)=NCCCS(=O)(=O)Nc1ccc(Nc2c3ccccc3nc3cc([N+](=O)[O-])ccc23)cc1	0	6	-2	21	nt	-14	5.2	0	1
CCN1C=C(C(C)=O)C(=O)CC1	0	1	-12	-13	nt	-13	-0.6	5	1
CS(=O)(=O)N(CCCC(=O)N1CCCCCC1)c1cccc(Cl)c1	2	-3	7	7	8	0	1.2	-1	1
Cc1ccc(NC(=O)CCNC(=O)c2ccccc2Cl)cc1S(=O)(=O)N1CCOCC1	-2	-2	8	0	4	2	-0.7	0	1
COc1ccccc1N1CCN(C(=O)CN(C)S(=O)(=O)c2cc(C)ccc2OC)CC1	1	-3	5	-12	2	-1	-1.9	-9	11
Cc1ccc(C2CCN(C(=S)NC3CCCCC3)C2)cc1 (stereo not given)	2	5	-6	15	0	-20	4.4	-5	2
COc1cccc(C(=O)Nc2ccc(C(=O)c3ccccc3)cc2)c1	-1	-11	18	15	12	1	0.7	-14	14
CCOc1ccc(N(CC(=O)NC2CCCCC2)C(=O)CCC(=O)Nc2nccs2)cc1	-2	-1	1	-5	5	-1	-0.9	2	1
C[C@H](CO)N1C[C@H](C)[C@@H](CN(C)S(C)(=O)=O)Oc2ccc(NC(=O)C3CC3)cc2C1=O	2	17	-2	10	6	-11	0.0	2	1
CC(C)CC(=O)Nc1cccc(C(=O)Nc2ccccc2C(=O)O)c1	0	30*	-5	-8	-2	-22	-0.4	7	-2
CC(=O)N1CCN(CC(=O)c2ccc(Br)cc2)CC1	-3	7	-4	12	-1	3	-1.8	0	1
O=C(CN1c2ccccc2Sc2ccccc21)NNC(=O)Nc1ccc(Cl)cc1	0	-5	18	5	0	8	1.3	-5	9
CC1CCCN(c2ccc(C(=O)Nc3cccnc3)cc2[N+](=O)[O-])C1 (stereo not given)	-1	-10	5	-13	-3	1	-0.5	-4	4
O=c1c2cnn(-c3ccccc3Cl)c2ncn1Cc1cccnc1	1	4	0	14	4	-2	2.1	2	2
Oc1ccc(C=Nc2cccc3ccccc23)c(O)c1	2	-7	-5	3	7	14	1.6	6	1
Cc1cccn2c(=O)c3cc(C(=O)NCC4CCCO4)c(=N)n(C4CCCC4)c3nc12 (stereo not given)	-4	-10	7	2	-4	1	1.1	1	2
CCOC(=O)CC(C(=O)OCC)P(=O)(c1ccccc1)c1ccccc1 (stereo not given)	0	7	-1	29	-9	-7	13	4	1
CC(NC(=O)c1ccc(OC2CCN(C(=O)c3cccnc3)CC2)cc1)C1CC1 (stereo not given)	-3	0	4	0	-7	9	0.7	-4	1

Structures from the list above with a COOH group, in the order listed:
SMILES	M5 ag	M4 PAM	CHRM5 antagonist	CRFR2-BP antag	IDE inh	CHRM4 antagonist	CRFR2-BP ag	CHRM5 PAM	M4 ag
Cc1ccc(C(=O)N/C(=C\c2ccc3c(c2)OCO3)C(=O)Nc2ccc(C(=O)O)cc2)cc1	-2	6	-1	3	1	-6	-0.4	1	0
CC(C)CC(=O)Nc1cccc(C(=O)Nc2ccccc2C(=O)O)c1	0	30*	-5	-8	-2	-22	-0.4	7	-2

(list continues)
SMILES	M5 ag	M4 PAM	CHRM5 antagonist	CRFR2-BP antag	IDE inh	CHRM4 antagonist	CRFR2-BP ag	CHRM5 PAM	M4 ag
Cc1c(NC(=O)c2cc3c(=O)n4ccccc4nc3s2)c(=O)n(-c2ccccc2)n1C	0	15	2	-16	-1	0	0.0	5	1
CSc1cccc(NC(=O)C2CCCN2S(=O)(=O)c2ccc(Br)s2)c1 (stereo not given)	-5	3	19	-25	-4	-8	1.5	-9	1
COc1cc(/C=C(\C#N)C(=O)Nc2ccc3ccccc3c2)c([N+](=O)[O-])cc1OC	3	-11	24	-104	-1	29*	0.5	-12	18
Cn1c(=O)c2c(nc(NC3CCCC3)n2C)n(C)c1=O	-3	1	-3	12	4	-9	-1.9	0	0
S=C(NC1CC1)N1CCN(C(=S)NC2CC2)CC1	-3	-3	13	9	0	7	-1.2	-2	1
CCOc1ccc(C(=O)Nc2ccccc2CC)cc1[N+](=O)[O-]	-4	-7	3	35	-1	5	-2.1	-7	1
Cc1ccc(-n2cc(CN3CCC(O)(c4ccccn4)CC3)c(-c3ccc(F)cc3)n2)cc1	2	1	-14	-35	0	-12	-0.1	6	7
O=C(CN1CCN(c2ccc(F)cc2)CC1)NCc1ccc(Cl)cc1	-3	-8	8	-1	-1	15	-1.1	-7	1
Cc1nc2sccn2c(=O)c1S(=O)(=O)NCc1ccccc1Cl	-4	0	2	-13	7	4	1.6	0	0
CCOC(=O)c1ccccc1NC(=O)Cc1ccc(OC)c(S(=O)(=O)N2CCOCC2)c1	1	0	12	-1	2	-13	-3.6	0	5
CC(=O)c1ccccc1NC(=O)CSCc1nc2sc(C)c(C)c2c(=O)[nH]1	0	8	8	-4	nt	-11	-0.9	-2	2
Cc1ccc(S(=O)(=O)N[C@@H](CO)C(=O)N[C@@H](Cc2ccc(O)cc2)C(=O)O)cc1	-3	1	-3	2	2	5	-2.0	2	1
COC(=O)C(NC(=O)Nc1ccccc1OC)C(C)C (stereo not given)	-3	0	-11	9	-4	-1	-0.7	5	1
N[C@@H](Cc1cc(I)c(O)c(I)c1)C(=O)O	2	5	-4	2	2	-18	-0.6	12	1
CNC(=S)NNC(=O)c1cccc(N(C)C)c1	-2	8	-8	-3	4	1	-0.2	-4	1
OCCN1CCN(c2cnc(-c3ccsc3)cn2)CC1	1	2	11	nt	nt	-4	nt	-2	1
O=c1nc2s/c(=C\c3ccco3)c(=O)n2nc1Cc1ccccc1	-2	0	5	-41	-2	4	1.1	-6	1
Cc1cccc(CNC(=O)CCc2nnc(C3CCCCC3)o2)c1	0	-6	22	-31	-3	1	2.8	-10	5
CCc1nnc(NC(=O)c2ccc(-c3ccccc3F)o2)s1	3	0	12	-11	-2	-2	-1.8	1	1
CN(C(=O)C1CCC1C(=O)O)c1nc(-c2ccc(Cl)s2)cs1 (stereo not given)	0	26	4	1	0	-2	0.7	1	1
CC(NCc1ccc(S(N)(=O)=O)cc1)C(=O)N1c2ccccc2CC1C (stereo not given)	-3	-2	1	0	2	7	0.8	5	1
COc1cc(S(=O)(=O)N2CCN=C2c2ccccc2)c(OC)cc1Cl	-4	-1	-16	-12	5	-14	-0.4	6	2
O=C(COC(=O)c1ccc(Cl)nc1)Nc1ccc2ccccc2c1	0	-1	3	-2	nt	-3	1.1	4	2
O=C(NCc1ccc(Cl)c(Cl)c1)c1ccco1	-6	23	-4	-19	-5	-5	1.3	5	1
Cc1ccc(OCC(O)CN2CCN(CC(O)COc3ccc(C)cc3)CC2)cc1 (stereo not given)	-3	3	7	-21	0	-6	5.0	-3	5
O=C(CN1C(=O)C(=O)c2ccccc21)NC1CCCCC1	0	15	8	-14	14	-9	-2.2	5	0
CC(C)(O)C1CC[C@@](C)([C@@H]2CC[C@]3(C)[C@H]2[C@H](O)CC2[C@@]4(C)CCC(O)C(C)(C)C4C(OC4OC(CO)C(O)C(O)C4O[C@@H]4OCC(O)C(O)C4O)C[C@]23C)O1 (stereo not given in full)	5	-1	-1	3	3	7	-0.6	1	1
O=C(COC(=O)COc1ccccc1)NCc1ccccc1	-2	-5	5	20	-4	8	-3.2	4	0
OC(c1ccccc1)(c1nc(-c2ccc(Cl)cc2)cs1)C(F)(F)F (stereo not given)	-1	5	2	nt	nt	-10	nt	-4	0
Cc1ccc2[nH]c3c(c2c1)CCCC3C(N)=O (stereo not given)	0	2	-4	-15	6	0	8.7	8	1
Cc1cc(O)c(C(C)C)cc1NC(=O)c1ccc(Cl)cc1	-3	1	9	38	3	-9	-4.7	-5	1
O=C(NCC1CCCO1)c1ccc(C(=O)NCC2CCCO2)cc1 (stereo not given)	0	9	-5	-10	-3	-8	-0.1	0	0
CCOC(=O)Cc1nn(CCc2ccccn2)c(=O)c2ccccc12	-2	1	-2	-1	5	0	-2.1	-2	2
COc1ccc(C(=S)N2CCC(C(N)=O)CC2)cc1Br	2	1	-2	-14	4	-4	0.1	-1	1
CCNC(=O)COC(=O)C1CCC(=O)N(c2ccc(OC)cc2)C1c1ccc(OC)cc1 (stereo not given)	-1	-1	-5	13	1	1	1.1	5	0
CC(C)c1ccc(NC(=O)COC(=O)[C@H](CCC(N)=O)NC(=O)c2ccc(F)cc2)cc1	6	4	6	-54	6	-1	1.4	1	5
Cc1ccc(NC(=O)CC2SC(=O)NC2=O)cc1 (stereo not given)	-3	1	4	-3	3	0	0.3	-1	1
CCOC(=O)N1CCN(C(c2cc3ccccc3o2)c2nnnn2C(C)(C)C)CC1 (stereo not given)	2	12	3	nt	nt	-9	nt	-2	0
Cc1ccc(/C=N/NC(=O)CSc2nc3nc(C)cc(C)n3n2)cc1	1	3	-2	-13	2	-2	0.1	0	3
CN1CCc2c(sc3c2C(=O)NC(/C=C/c2ccco2)N3)C1 (stereo not given)	2	2	-5	29	10	-7	16	5	1
COc1cc(C(=O)OCC(C)=O)cc(NC(=O)c2ccco2)c1OC	0	0	8	-1	6	-10	-5.1	0	1
Cc1ccc2nc(/C(C#N)=C/c3ccc(-c4ccccc4C(=O)O)o3)[nH]c2c1	4	-3	7	-41	85*	0	65*	-9	10
CCn1c(SCc2ccc(Cl)cc2)nnc1-c1ccccc1	-9	-4	4	3	3	7	-1.4	-3	0

Outcome played no part in choosing rows. Share with any hit: about 2.9%.
